Assay outcomes: PubChem BioAssay, National Center for Advancing Translational Sciences (NCATS)
12-LOX inh = Primary qHTS assay for inhibitors of human arachidonate 12S-lipoxygenase (ALOX12): Round 2. 580,000 tested, 1.1% active. AID 1671190, 2021. Potency, µM (highest dose often 108 µM), inactives show top-dose activity change, negative = inhibition, usual class: inhibitors. Polyunsaturated fatty acid lipoxygenase ALOX12 (Homo sapiens), P18054. purified 12hLO, xylenol orange hydroperoxide absorbance; active = well fitted inhibition curve with a large enough effect; inconclusive = small, poorly fitted or top-dose-only effect, or another doubt; inactive = no such curve, though single readings can be large or run the other way
Target sequence (P18054 whole entry, looked up): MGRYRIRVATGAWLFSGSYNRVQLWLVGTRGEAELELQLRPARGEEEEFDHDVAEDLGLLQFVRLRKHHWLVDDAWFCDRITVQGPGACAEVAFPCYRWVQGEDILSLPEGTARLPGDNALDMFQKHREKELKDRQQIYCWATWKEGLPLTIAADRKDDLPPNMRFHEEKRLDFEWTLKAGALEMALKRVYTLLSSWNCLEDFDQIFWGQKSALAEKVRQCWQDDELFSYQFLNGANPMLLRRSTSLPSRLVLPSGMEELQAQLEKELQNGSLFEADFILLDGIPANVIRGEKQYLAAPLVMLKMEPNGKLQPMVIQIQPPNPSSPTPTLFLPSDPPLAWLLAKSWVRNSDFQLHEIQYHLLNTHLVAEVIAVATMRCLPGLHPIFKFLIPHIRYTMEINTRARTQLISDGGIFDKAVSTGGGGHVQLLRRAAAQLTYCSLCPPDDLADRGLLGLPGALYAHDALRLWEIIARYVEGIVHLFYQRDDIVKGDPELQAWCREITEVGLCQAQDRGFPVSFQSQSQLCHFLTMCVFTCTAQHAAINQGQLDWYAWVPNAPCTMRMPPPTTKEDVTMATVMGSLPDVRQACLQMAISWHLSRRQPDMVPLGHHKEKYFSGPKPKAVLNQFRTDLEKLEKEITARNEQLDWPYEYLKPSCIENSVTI
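Purified human 12hLO at 150 nM in 25 mM Hepes, 0.01% Triton X-100, pH 7.0, preincubated 15 min at room temperature with compound. Reaction started with 40 uM arachidonic acid, 30 min at room temperature. Hydroperoxide measured by Fe-xylenol orange, 573/405 nm absorbance ratio.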
The depositor's hits bear a star; [ ] = dose if it differs, or a comment. % is scaled to controls: 0 for no effect and ±100 for the full control effect; potency is read from the fitted curve at half-maximal effect. These rows are one share of the data; rates above refer to the full screens.

`CC1CCN(C(=O)c2ccccc2OCC2CCCN(C3CCC3)C2)CC1` (configuration not stated) gave 12-LOX inh 29%.
Screening CN(C)C[C@@H]1CN(Cc2cccnc2)C[C@H]1NC(=O)C1(c2ccccc2)CC1 returned 12-LOX inh 32%.
For c1coc(-c2nc(CNC3CCC4(CCNCC4)CC3)no2)c1 the results were 12-LOX inh 49%[activator].
Cc1noc(C)c1S(=O)(=O)N1CCC2(C1)OC(=O)Nc1cnccc12 (configuration not stated) was read as 12-LOX inh 39%[activator].
For CN(C)C(C(=O)N1CCN(c2ncccc2C#N)CC1)c1cccc(F)c1 (configuration not stated) the results were 12-LOX inh 35%.
Screening CN(CCc1ccccn1)[C@H]1[C@@H]2OC[C@@H](O2)[C@@H](N(CC2CC2)CC2CC2)[C@@H]1O returned 12-LOX inh 42%[activator][176 µM].
For O=C(COc1ccc(F)cc1)N1CCc2nn(Cc3ccccc3)c(=O)n2CC1 the results were 12-LOX inh 9%.
Screening C[S+](=O)([O-])N1CC2(Cc3ccccc31)CN(C(=O)C1CC1)C2 returned 12-LOX inh 54%[activator][176 µM].
O=C(NCCOc1ccccc1)c1cnc2n1CCN(Cc1ccc3[nH]ccc3c1)CC2 was read as 12-LOX inh 54%[activator][176 µM].
`COC(=O)[C@@H](C)NC(=O)[C@H]1CN(S(=O)(=O)c2ccccc2)CCN1C(=O)N1CCOCC1` gave 12-LOX inh 25%.
Cc1noc(-c2cccc(OC3CN(C(=O)c4cc(F)ccc4F)C3)c2)n1 was read as 12-LOX inh 23%.
For COc1cc(C(C)C)c(Oc2cnc(NC(CO)CO)nc2N)cc1I the results were 12-LOX inh -14%[57.4 µM].
For O=C1NC(C(=O)NCc2ccccc2)Cn2cccc21 (configuration not stated) the results were 12-LOX inh 38%[activator].
For Cc1ccccc1-c1cnc2[nH]cc(CC(=O)NC3CC3)c2c1 the results were 12-LOX inh 6%[176 µM].
`COc1ccccc1CNC1(Cc2cc(CN3CCOCC3)on2)COC1` gave 12-LOX inh 50%[activator][176 µM].
NC(=O)[C@@H]1CN(C2CCSCC2)C[C@H]1COc1ccncc1 was read as 12-LOX inh 56%[activator].
For Nc1ccc(F)c(CN2CCN(c3ncc(Cc4ccccc4)cn3)CC2)c1 the results were 12-LOX inh 2%.
Screening O=C(NC[C@H]1OC[C@@H](NC2CCC2)[C@@H]1O)N1CCOCC1 returned 12-LOX inh 18%[176 µM].
Screening CC(C)CCNC(=O)CC1CCCN(c2cnn(C)c(=O)c2)C1 (configuration not stated) returned 12-LOX inh 14%.
Screening COc1ccc(C2=NOC3(CCCN(C(=O)Cc4ccccc4)C3)C2)cc1 (configuration not stated) returned 12-LOX inh -1%[6.33 µM].
For CCN(Cc1noc(CC(C)C)n1)C(=O)c1cnc(-c2ccccn2)[nH]c1=O the results were 12-LOX inh 104%[activator].
Screening Cc1noc([C@@H]2CN(C(=O)c3ccc(F)c(Cl)c3)C[C@H]2CO)n1 returned 12-LOX inh 59%[activator].
COc1ccc(C(=O)N2CCC3(CN[S+](=O)([O-])c4ccccc4N3)C2)cc1 (configuration not stated) was read as 12-LOX inh 11%.
Screening Cc1ccccc1C(=O)N1CCCC(c2nn(-c3ccc(F)cc3)c(=O)[nH]2)C1 (configuration not stated) returned 12-LOX inh -4%.
`COCCc1nncn1C1CCNCC1` gave 12-LOX inh 19%.
O=C(CC1CCOCC1)NCc1cc(F)ccc1F was read as 12-LOX inh 13%.
NC(=O)[C@@H]1CCCN1CC[C@H]1CN(C(=O)COc2ccccc2)CC[C@H]1CC(=O)O was read as 12-LOX inh 5%[176 µM].
`CC(=O)NCC(=O)N1Cc2ccccc2CC2(CCN(CC3CCCCC3)C2)C1` (configuration not stated) gave 12-LOX inh 9%[6.33 µM].
COc1ccc(-c2cc(-c3cnn(C)c3)cn3cncc23)cn1 was read as 12-LOX inh -1%[176 µM].
`CCCC1(CO)CCCN(C(=O)C2CCC(CO)CC2)C1` (configuration not stated) gave 12-LOX inh 35%[activator].
CC(=O)c1cccc(NC(=O)Cn2nc3c(cc2=O)CN(C(C)=O)CC3)c1 was read as 12-LOX inh 32%.
`COc1ccc(C(=O)OCCCN(C)C2CN(Cc3cn(Cc4ccccc4Cl)nn3)S(=O)(=O)C2)cc1OC` (configuration not stated) gave 12-LOX inh -10%.
`Cc1ccc(-c2ncc(C(=O)Nc3cccc(F)c3C)c(-c3ccncc3)n2)cc1` gave 12-LOX inh -10%.
Screening CC(C)N1CCC(O)(c2csc(CN3CCc4ccccc4C3)n2)CC1 returned 12-LOX inh 15%[176 µM].
Cc1cc(C)n(CCC(=O)N2CC(c3noc(COc4ccc(F)cc4)n3)C2)n1 was read as 12-LOX inh 57%[activator].
For CCn1ccc(C(=O)N2CC(C(=O)NCCc3ccncc3)C3(CCOCC3)C2)n1 (configuration not stated) the results were 12-LOX inh 35%.
For CCCCN1CCN(C(=O)c2csc(N3CCN(c4cccc(Cl)c4)CC3)n2)CC1 the results were 12-LOX inh inconclusive.
`CNC(=O)[C@H]1C[C@H](Oc2ccccc2)CN1C(=O)CCc1nc2ccccc2[nH]1` gave 12-LOX inh 61%[activator].
CN(C)C[C@@H]1CN(c2ccccn2)C[C@H]1NC(=O)c1ccsc1 was read as 12-LOX inh -1%.
`CCN(CC)C(=O)Cn1c(C)ccc(NS(=O)(=O)c2ccc(C)cc2)c1=O` gave 12-LOX inh inconclusive.
For O=C(NCCc1cccs1)c1cccc2c1CCN2C(=O)Nc1ccccc1 the results were 12-LOX inh 17%.
For O=C1CCCCCN1C1CCN(Cc2ccc(OC(F)(F)F)cc2)CC1 the results were 12-LOX inh 51%[activator].
For COc1ccc(CN2CCOC[C@H]2c2ncc(-c3cccnc3)[nH]2)cc1 the results were 12-LOX inh -6%[176 µM].
For CCc1c(O)cc(O)c(C(=O)c2ccc(OCCN3CCOCC3)c(OC)c2)c1CC(=O)N(CCOC)CCOC the results were 12-LOX inh -18%[57.4 µM].
`Cc1cccc(CN2C[C@@H](CO)[C@H](c3nc(C)no3)C2)c1` gave 12-LOX inh 51%[activator].
Screening CCN(CC)C(=O)c1ncn2c1C(=O)N[C@@H](C)C2 returned 12-LOX inh -2%.
Screening CN(CC1CCOCC1)C(=O)Nc1ccc(Cl)cc1 returned 12-LOX inh 39%[activator].
`COc1ccc(OCc2nc(C)c(CCO)c(=O)n2CC(=O)NCc2ccc(F)cc2)cc1` gave 12-LOX inh 3%.
O=C(c1ccco1)N1CCN(C2CCC3(CCNCC3)CC2)CC1 was read as 12-LOX inh 31%.
CCOC(=O)C1=CN(CC(=O)Nc2cccc(C)c2C)S(=O)(=O)N=C1C was read as 12-LOX inh 4%.
`COc1ccc(C[C@H](NC(=O)C2=C[C@@H](Oc3cc(F)ccc3Br)[C@H](O)[C@H](O)C2)C(N)=O)cc1` gave 12-LOX inh 4%.
For COc1ccc(C(=O)N2CCC(c3n[nH]c(=O)n3Cc3ccc(C)cc3)CC2)cc1F the results were 12-LOX inh 6%.
Screening N#Cc1ccccc1CN1CCCC(C(=O)NCc2ccccc2)CCNC(=O)CC1 (configuration not stated) returned 12-LOX inh 16%.
COc1cccc(-c2cc3c(=O)n(CC(O)c4ccccc4)ccn3n2)c1 (configuration not stated) was read as 12-LOX inh 24%.
For C[S+](=O)([O-])N1CC2(Cc3ccccc31)CN(C(=O)c1ccccc1F)C2 the results were 12-LOX inh 30%[activator].
For O=C(N1CCCCC1)N1CCCC1c1nnc2n1CCNC2 (configuration not stated) the results were 12-LOX inh inconclusive.
`CC1=C[C@@H](CNC(=O)Cn2cnnn2)[C@H](C(C)C)C[C@H]1Cc1nc2ccc(C)cc2[nH]1` gave 12-LOX inh -25%[176 µM].
Screening COC[C@H]1C[C@@H](NC(=O)Nc2cccc(-c3noc(C)n3)c2)[C@H](O)[C@@H]1O returned 12-LOX inh 97%[activator][176 µM].
O=C1CC2(CCN([S+](=O)([O-])c3cccs3)CC2)Oc2ccccc2N1 was read as 12-LOX inh 31%.
For Cc1ccc(OC2(C(=O)O)CCN(C(=O)c3nc(C)oc3C)CC2)cn1 the results were 12-LOX inh -3%.
For O=C1CC(c2ccccc2)N(C(=O)CNC(=O)C2(c3ccccc3)CC2)CCCCCCN1 (configuration not stated) the results were 12-LOX inh 31%[activator].
Cc1cccc(-c2noc([C@@H]3Cc4nc[nH]c4CN3C(=O)C3CCCCC3)n2)c1 was read as 12-LOX inh 8%[176 µM].
Screening Cc1cccc(N2Cc3c(ncnc3N3CCOCC3)CN(C)C2=O)c1 returned 12-LOX inh inconclusive.
`O=c1c2nc(-c3ccsc3)ccc2ncn1-c1ccccc1` gave 12-LOX inh 34%[activator][176 µM].
Screening C=C1C/C(C)=C/CCc2cc(OS(=O)(=O)C(F)(F)F)ccc2-c2ccc(OC)c(OC)c21 returned 12-LOX inh -34%.
For COc1ccccc1C(=O)N1CCC2(C1)C(=NC1CCCC1)NC(=O)N2c1cc(F)cc(F)c1 (configuration not stated) the results were 12-LOX inh -8%[6.33 µM].
For O=C(NC[C@H]1OC[C@@H](NCc2ccccc2F)[C@@H]1O)Nc1ccccc1 the results were 12-LOX inh 8%[176 µM].
Cc1ncoc1C(=O)N1CCC(C(=O)N2CCCCCCNC(=O)CC2)CC1 was read as 12-LOX inh 6%.
For Cc1noc2c(N3CCNC(=O)C3)cc(-c3cccc(C(F)(F)F)c3)nc12 the results were 12-LOX inh -7%[176 µM].
N#Cc1ccccc1CN1CCc2nc(N3CCc4ccccc4C3)[nH]c(=O)c2CC1 was read as 12-LOX inh 2%.
`COCc1cc(C[C@@H]2CC[C@H](O)[C@@H](CNS(=O)(=O)c3ccccc3)O2)no1` gave 12-LOX inh 32%[activator][176 µM].
Screening O=C(NC[C@H]1OC[C@@H](NC2CCC2)[C@@H]1O)c1cccs1 returned 12-LOX inh 34%[activator][176 µM].
For CN1CCC(Cc2nc(CC3C=CS(=O)(=O)C3)n(CCO)n2)CC1 (configuration not stated) the results were 12-LOX inh inconclusive.
Screening CN1c2cc(C(=O)Nc3ccc(C(F)(F)F)cc3)ccc2C(=O)N2CCCCC21 (configuration not stated) returned 12-LOX inh 25%.
For COC(=O)CNC(=O)N1CCC2(CC1)CC(Cc1ccc(OC)cc1)CCO2 (configuration not stated) the results were 12-LOX inh 13%.
For CN1CCN(c2cc(-c3ccc(F)cc3C(F)(F)F)nc(N)n2)CC1 the results were 12-LOX inh 41%[activator].
`CC(C)c1ccc(CN2CC(CNC(=O)C3CCOCC3)C3(C2)CN(c2ccccc2)C3)cc1` (configuration not stated) gave 12-LOX inh -10%.
O=C([C@@H]1C[C@@H](Sc2nc3ccccc3[nH]2)CN1CC1CCCCC1)N1CCOCC1 was read as 12-LOX inh inconclusive.
`COc1cccc(-c2noc(NCc3cccc(Cl)c3)n2)c1OC` gave 12-LOX inh 11%.
`CC(=O)c1c(C)nn(CC(=O)NCc2c(C)ncc3c2CCNC3)c1C` gave 12-LOX inh -16%.
For Cc1ccc(NC(=O)CN2C(=O)NC3(CCC(C)CC3)C2=O)cc1Cl (configuration not stated) the results were 12-LOX inh inconclusive.
For COc1ccc(C(=O)N2CCOC[C@H](Oc3ccc(C(F)(F)F)cn3)C2)cc1 the results were 12-LOX inh 24%[176 µM].
For CN1CCN(Cc2nc(C3(O)CCN(C(=O)C4CCCCC4)CC3)cs2)CC1 the results were 12-LOX inh 19%[176 µM].
Screening CCn1cnnc1-c1nn(C)c2c1CNCC2 returned 12-LOX inh inconclusive.

Three entries drawn at random from those above, as already listed:
`CC(C)c1ccc(CN2CC(CNC(=O)C3CCOCC3)C3(C2)CN(c2ccccc2)C3)cc1` (configuration not stated) gave 12-LOX inh -10%.
O=C([C@@H]1C[C@@H](Sc2nc3ccccc3[nH]2)CN1CC1CCCCC1)N1CCOCC1 was read as 12-LOX inh inconclusive.
For CN1CCN(c2cc(-c3ccc(F)cc3C(F)(F)F)nc(N)n2)CC1 the results were 12-LOX inh 41%[activator].

The main list resumes; the 4 compounds before the break are reprinted first.
For Cc1ccc(NC(=O)CN2C(=O)NC3(CCC(C)CC3)C2=O)cc1Cl (configuration not stated) the results were 12-LOX inh inconclusive.
For COc1ccc(C(=O)N2CCOC[C@H](Oc3ccc(C(F)(F)F)cn3)C2)cc1 the results were 12-LOX inh 24%[176 µM].
For CN1CCN(Cc2nc(C3(O)CCN(C(=O)C4CCCCC4)CC3)cs2)CC1 the results were 12-LOX inh 19%[176 µM].
Screening CCn1cnnc1-c1nn(C)c2c1CNCC2 returned 12-LOX inh inconclusive.
For CC(C)NC(=O)C[C@@H]1C[C@H]2O[C@H](CNC(=O)NC3CCC3)[C@@H](O)[C@H]2O1 the results were 12-LOX inh inconclusive.
Screening O=C(c1ccoc1)N1CCN(C(=O)c2nnn3c2COC(c2ccccc2)C3)CC1 (configuration not stated) returned 12-LOX inh -18%.
COCC(=O)N(C1CCOCC1)C1CCN(C(=O)c2nn(C)c3ccccc23)CC1 was read as 12-LOX inh 15%.
`Cc1ccc(F)c(S(=O)(=O)N2CCC3(CC2)C(C(=O)O)CC(=O)N3C)c1` (configuration not stated) gave 12-LOX inh -12%.
`CN1C[C@@H]2CCCN3CCC[C@@H]([C@H]23)[C@H]1CCCC(=O)NCC1CC1` gave 12-LOX inh 25%.
For Cc1nnc([C@@H]2CC(F)(F)CN2C(=O)COc2ccc(F)cc2)o1 the results were 12-LOX inh 1%.
CNC(=O)[C@@H]1CN(C(=O)c2sccc2C)C[C@H]1c1n[nH]c(C)n1 was read as 12-LOX inh 17%.
O=C(NCc1nnc2n1CCN(Cc1cc(F)cc(F)c1)CC2)c1cccc(F)c1 was read as 12-LOX inh 16%.
`CC(C)C(=O)N1CCC(c2nc(-c3cccnn3)no2)CC1` gave 12-LOX inh 35%[activator].
For CC(=O)Nc1cccc(NC(=O)CC2(C)N=C(c3cccc(Br)c3)N(C)O2)c1 (configuration not stated) the results were 12-LOX inh -12%.
